Source: PubChem BioAssay
SENP1 FRET inh: inhibitors of human SENP1 SUMO protease catalytic domain; actives 0.21% (n = 360,000); Q9P0U3; inhibition, % at 10 µM; recombinant SENP1 catalytic domain, CyPet-SUMO1-YPet FRET cleavage;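 active means inhibition at least 30% at 10 µM, raw YFP signal under a set limit, fluorescence ratio 0.5 to 1.5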;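 further: 0% = enzyme with DMSO and 100% = no enzyme wells; some results filed as inactive read as strong as hits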
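Assay system – human recombinant His6-tagged SENP1 catalytic domain enzyme · Input – SENP1 enzyme, 20 pM final · Buffer or medium – Tris pH 8 buffer plus EDTA, NaCl, BME, BSA, NP40, catalase · Schedule – 50 min reaction at room temperature · Technique – FRET read of cyan and yellow fluorescence · Control set – no-enzyme wells low, DMSO-plus-enzyme wells high control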
SENP7 block: SENP7 protease inhibition; recombinant SENP7, Z-RLRGG-aminoluciferin luminescence, 40 min; inhibition, % at 5 µM; actives 1.5% (n = 330,000); AID 434973;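 active means inhibition above about 50% at the single test dose, limit read from the data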;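 further: plate controls were DMSO with enzyme for no effect and no enzyme buffer wells for full effect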
Target sequence (Q9BQF6 706-1050 limits assumed): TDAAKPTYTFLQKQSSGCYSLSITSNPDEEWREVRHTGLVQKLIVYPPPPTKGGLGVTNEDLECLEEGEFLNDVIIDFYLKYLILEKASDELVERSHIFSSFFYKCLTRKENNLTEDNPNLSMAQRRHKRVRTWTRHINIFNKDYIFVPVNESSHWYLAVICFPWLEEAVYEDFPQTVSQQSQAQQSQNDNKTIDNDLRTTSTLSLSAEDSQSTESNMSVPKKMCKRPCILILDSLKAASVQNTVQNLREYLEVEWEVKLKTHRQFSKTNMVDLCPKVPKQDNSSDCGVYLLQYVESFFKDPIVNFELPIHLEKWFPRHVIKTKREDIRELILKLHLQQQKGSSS
UBC13 inh: human UBC13 polyubiquitination inhibition | UBC13 polyubiquitin chain formation, TR-FRET | inhibition, % at 20 µM | P61088 | actives 0.47% (n = 330,000); in the data active means inhibition above about 45%, passing the limit was not always enough
SENP6 block: SENP6 protease inhibition | Q9GZR1 | Recombinant SENP6 catalytic domain, aminoluciferin luminescence | inhibition, % at 10 µM | actives 1.8% (n = 330,000);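 active means inhibition above about 50% at the single tested dose, limit read from the data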;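 further: plate controls were DMSO wells with enzyme for no effect and DMSO wells lacking enzyme for full effect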
Apaf-1 inh: inhibitors of human Apaf-1 apoptosome; reconstituted apoptosome caspase-3 activity, DEVD-Rh110 fluorescence; actives 0.71% (n = 330,000); inhibition, % at 20 µM; active means inhibition of at least 40% at 20 µM;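 further: plate controls were DMSO wells for no effect and DEVD-CHO caspase inhibitor wells for full effect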
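System – cell-free apoptosome with Apaf-1, procaspase-3 and caspase-9 · Buffer or medium – pH 7.5 Hepes buffer with CHAPS, BSA, DTT · Also added – cytochrome c with DEVD-Rh110 · Times – 30 min compound preincubation, 50 min activation, room temperature · Technique – Rh110 fluorescence intensity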
A3G deaminase: blocks human APOBEC3G single-stranded DNA deamination. Q9HC16. actives 0.28% (n = 330,000). AID 493012. inhibition, % at 20 µM. recombinant A3G, ssDNA deamination FAM/TAMRA fluorescence;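 active means inhibition of at least 40% at 20 µM, with no more than 30% in the related APOBEC3A deaminase screen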;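 further: plate controls were DMSO wells with A3G for no effect and wells lacking A3G enzyme for full effect; some compounds called inactive have numbers as strong as hits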
Target sequence (Q9HC16 whole entry, looked up): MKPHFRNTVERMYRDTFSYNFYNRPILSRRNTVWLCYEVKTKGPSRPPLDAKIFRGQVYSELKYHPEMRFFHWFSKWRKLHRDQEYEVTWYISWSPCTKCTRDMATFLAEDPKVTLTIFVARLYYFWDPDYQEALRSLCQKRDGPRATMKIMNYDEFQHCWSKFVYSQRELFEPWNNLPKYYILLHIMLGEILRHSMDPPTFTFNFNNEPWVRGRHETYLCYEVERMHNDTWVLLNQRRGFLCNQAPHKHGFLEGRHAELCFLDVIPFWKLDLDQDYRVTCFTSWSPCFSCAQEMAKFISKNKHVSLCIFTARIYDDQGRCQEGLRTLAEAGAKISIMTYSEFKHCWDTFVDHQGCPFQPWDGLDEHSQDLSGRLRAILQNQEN
SENP8 block-1: inhibitors of human SENP8 protease | Q96LD8 | recombinant SENP8, Nedd8 substrate fluorescence | inhibition, % at 20 µM | actives 0.64% (n = 360,000) | AID 602440; in the data active means inhibition mostly above about 40%, no sharp cut-off; inactive means mostly below about 27%
Target sequence (Q96LD8 whole entry, looked up): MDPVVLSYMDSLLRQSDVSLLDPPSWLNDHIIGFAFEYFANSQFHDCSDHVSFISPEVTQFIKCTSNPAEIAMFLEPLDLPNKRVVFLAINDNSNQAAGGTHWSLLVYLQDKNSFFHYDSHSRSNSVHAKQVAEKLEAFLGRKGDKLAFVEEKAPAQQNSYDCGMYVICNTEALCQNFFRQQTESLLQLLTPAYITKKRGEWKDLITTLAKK
SENP8 block-2: blocks the human protease SENP8; inhibition, % at 10 µM; purified SENP8, Z-RLRGG-aminoluciferin cleavage, luminescence; actives 1.2% (n = 330,000); AID 2540; in the data active means inhibition above about 50%
Numbers without * were called inactive; · = not tested or not shown; & = joins results of further samples.

Values run as follows: Apaf-1 inh, SENP6 block, SENP8 block-2, SENP8 block-1, SENP1 FRET inh, UBC13 inh, SENP7 block, A3G deaminase
c1cncc(CNC2=NCCCCC2)c1
→ 9.1, -7.0, -6.3, 12.6, 0.2, -14.1, -1.9, -7.4
CCOc1ccccc1-n1c(O)c(C=Nc2c(C)n(C)n(-c3ccccc3)c2=O)c(=O)[nH]c1=O
→ -2.1, -22.9, -8.1, -8.3, 2.8, -9.8, -3.7, -5.3
Clc1cnc(Oc2ccc(Oc3ncc(Cl)cc3Cl)cc2)c(Cl)c1
→ 6.2, -23.0, -9.2, 6.9, -3.2, -5.0, -7.7, -0.8
Cc1cccc(OP(=O)(Oc2ccccc2)OC(c2ccccc2)C(F)(F)F)c1 (centres undefined)
→ 6.4, -19.6, -1.5, 23.2, 2.0, 1.8, -1.9, -3.1
COC(=O)C1=C(c2cc3ccccc3s2)C[C@@H]2CC[C@H]1N2C(=O)NCc1cccc2ccccc12
→ 15.7, -1.2, -1.1, 18.6, 1.3, -7.6, -2.5, -5.3
OCC(Br)CBr (centres undefined)
→ -12.2, -17.1, -7.6, -5.0, -0.6, -0.3, -13.2, -10.5
CCOC(=O)C1(CCc2ccccc2)CCN(Cc2csc(C(C)=O)c2)CC1
→ 8.5, -1.1, -7.7, 14.6, 0.6, -0.5, -10.3, -8.5
CCOC(=O)c1cccc(-[n+]2c(-c3ccccc3)cc(-c3ccccc3)cc2-c2ccccc2)c1
→ 20.3, -11.8, -12.4, -193.2, -0.8, 27.0, -10.1, -14.1
CCCS(=O)(=O)N1CCCC(C(=O)N2CCC3(CC2)OCCO3)C1 (centres undefined)
→ 13.3, -6.3, 2.1, 16.1, 1.4, -0.5, 2.8, 0.9
Cn1c(O)c(C=NCCCC(=O)O)c(=O)n(C)c1=O
→ -10.3, -10.8, -4.0, 14.3, 1.9, 6.0, 4.9, -3.5
CCN(CC(=O)Nc1ccc(C#N)c(Cl)c1)CC(=O)NC(C)(C)C
→ -13.3, -14.2, -9.1, 14.8, 0.0, 9.5, 9.7, -5.4
Cc1ccc(C(=O)C2CN3CCC2CC3)cc1 (centres undefined)
→ -5.5, 5.3, -1.4, 28.0, -1.0, 5.8, -5.7, -0.6
Cc1cccc2c(CCN)c[nH]c12
→ -10.5, -32.5, -5.8, -1.4, -2.8, 12.9, 1.6, -4.7
O=[N+]([O-])/C=C1/NCCN1Cc1ccc(Cl)nc1
→ -17.9, 14.0, -2.0, 18.5, -0.7, 1.5, 1.0, -6.8
CC(C)C(=O)Nc1nnc(CCN(CCc2nnc(NC(=O)C(C)C)s2)[N+](=O)[O-])s1
→ 1.0, -12.7, -3.4, 13.4, -1.2, -6.8, 10.1, -1.3

Next part:
Values run as follows: Apaf-1 inh, SENP6 block, SENP8 block-2, SENP8 block-1, SENP1 FRET inh, UBC13 inh, SENP7 block, A3G deaminase
CC[C@@H]1C=CC=CC[C@H](C)[C@@H](O)[C@@H](C)C(=O)[C@H](C)[C@@H](O)[C@H](C)C(=O)[C@H](C)[C@@H](O)[C@H](C)C=CC(=O)O[C@H]2[C@@H](C)[C@@H](CC1)O[C@@]1(CC[C@@H](C)[C@@H](C[C@H](C)O)O1)[C@@H]2C
→ 21.4, -23.7, -3.0, ·, ·, 58.9*, -8.5, -4.6
C[C@]12CC[C@H]3[C@@H](CCC4=CC(=O)CC[C@@]43C)[C@@H]1CC[C@@H]2O
→ -1.6, -31.5, -1.5, 6.6&5.2, 1.5&-0.1, 5.4, -5.3, -0.1
CCOC(=O)c1c(/N=C/c2c(O)n(-c3ccccc3F)c(=S)[nH]c2=O)sc2c1CCCC2
→ 2.3, -13.9, 6.9, -58.0, 9.1, -3.4, 2.7, 3.8
Cc1ccc2c(c1)C1CN(C)CCC1N2C(=O)CCCN1C(=O)c2cccc3cccc(c23)C1=O (centres undefined)
→ -13.7, -0.4, -1.4, -72.8, -0.6, 88.8*, -2.9, -6.9
CCOc1cc2c(cc1OCC)-n1cccc1C(c1ccccc1F)NC2 (centres undefined)
→ 15.8, -5.9, -7.7, 13.4, 1.8, 4.8, -11.0, -4.4
O=C(COC(=O)Cc1ccccc1)Nc1ccc(SC(F)F)cc1
→ 1.3, -11.3, -10.6, 12.9, 2.6, 1.6, -1.3, -6.0
CCCCn1c(O)c(C(C)=NCCN2CCOCC2)c(=O)[nH]c1=O
→ -13.9, -16.9, -1.2, 6.1, 0.2, 3.7, 0.4, -4.5
Cc1ccc2c(c1)C1C[N+](C)(CC(=O)c3ccc(Cl)cc3Cl)CCC1N2C(=O)c1ccc(F)cc1 (centres undefined)
→ 39.5, -12.9, 3.7, -64.8, -2.2, 46.6*, 8.0, 12.6
Nc1c(C(=O)OCc2ccccc2)c2nc3ccccc3nc2n1Cc1cccs1
→ 86.0*, 15.5, -7.6, -265.8, -36.7, -24.1, 1.1, -7.1
Cc1ccc(NC(=S)NCCc2cnc[nH]2)cc1C
→ 2.5, -16.6, -5.4, 6.4, 0.3, -3.7, -11.9, -3.5
CCOP(=O)(OCC)C(c1ccccc1)N(C)C=O (centres undefined)
→ -8.8, -10.2, 1.6, 9.7, -1.7, 14.4, 2.5, -1.5
COCCCn1c(N)c(C(=O)Nc2sc3c(c2C(=O)OC)CCCC3)c2nc3ccccc3nc21
→ 90.2*, 91.4*, 88.8*, -269.3, -24.6, -21.6, 71.2*, -3.7
O=C1N(c2ccc(Cl)cc2)C(c2cccnc2)N2CCCN12 (centres undefined)
→ 3.2, -25.8, -1.5, 3.9, 6.5, 9.6, 10.7, -11.6
c1ccc2c(c1)OCC(C1=NCCN1)O2 (centres undefined)
→ 9.7, -15.9, -13.0, 6.6, 1.2, -0.2, -2.3, -6.6
N#CC(CCN1CCOCC1)(c1ccccc1)c1ccccc1
→ -9.3, 11.1, -1.1, -3.3, 1.2, -6.2, 2.1, -1.4

Compound profiles (already shown):
CCOC(=O)c1c(/N=C/c2c(O)n(-c3ccccc3F)c(=S)[nH]c2=O)sc2c1CCCC2 in the list: Apaf-1 inh: 2.3; SENP6 block: -13.9; SENP8 block-2: 6.9; SENP8 block-1: -58.0; SENP1 FRET inh: 9.1; UBC13 inh: -3.4; SENP7 block: 2.7; A3G deaminase: 3.8
Cc1ccc(NC(=S)NCCc2cnc[nH]2)cc1C in the list: Apaf-1 inh: 2.5; SENP6 block: -16.6; SENP8 block-2: -5.4; SENP8 block-1: 6.4; SENP1 FRET inh: 0.3; UBC13 inh: -3.7; SENP7 block: -11.9; A3G deaminase: -3.5

The listing continues:
Values run as follows: Apaf-1 inh, SENP6 block, SENP8 block-2, SENP8 block-1, SENP1 FRET inh, UBC13 inh, SENP7 block, A3G deaminase
COc1ccc(CNCCc2c[nH]c3ccccc23)cc1OC
→ 1.5, 4.5, -0.1, 7.4, 2.5, 7.0, -1.3, -3.0
Cc1ccc(C)c(NC(=O)CCNC(=O)N2C[C@H]3C[C@@H](C2)c2cccc(=O)n2C3)c1
→ -4.2, 15.4, -1.3, 12.1, 2.8, -1.7, -1.2, -3.9
O=C(O)Cn1cc(/C=C2\C(=O)NC(=O)N(c3ccc(Cl)cc3)C2=O)c2ccccc21
→ 4.2, -10.3, 2.6, 14.2, -6.1, -18.5, -2.7, -3.8
Cc1cc(OC(C)C(=O)NCC(O)c2ccccc2)c2c3c(c(=O)oc2c1)CCC3 (centres undefined)
→ -2.3, -14.6, -0.3, -425.3, -0.9, 5.9, 6.2, -6.0
COC(=O)C1=C(c2cccc(OC)c2OC)C[C@@H]2CC[C@H]1N2C(=O)NCc1ccco1
→ -3.9, 3.9, -4.0, 3.7, 0.5, 2.0, 7.5, -6.0
CCC1=C(C)C(N2CCOCC2)=NP(N2CCOCC2)(N2CCOCC2)=N1
→ 10.9, -5.6, 11.7, 16.5, -1.6, 3.7, 2.6, -3.9
COC(=O)C1C2c3ccccc3OC1(C)N=c1s/c(=C/c3cnn(C)c3)c(=O)n12 (centres undefined)
→ 0.5, -11.1, -2.6, -0.3, -2.2, -1.6, 0.7, -7.4
Cc1cc(/C=C2\C(=O)NC(=O)N(c3cccc(F)c3)C2=O)c(C)n1-c1cc(C(=O)O)cc(C(=O)O)c1
→ 9.9, -10.5, -5.0, 4.7, -9.4, -18.0, -5.7, 28.6
COC(=O)C1=CO[C@@H](C)[C@@H]2CN(CCc3c[nH]c4ccccc34)CC[C@H]12
→ 1.1, -7.7, -11.5, 8.0, -6.3, 3.6, 13.3, -2.7
CCCCn1c(O)c(C(C)=NCc2cccnc2)c(=O)[nH]c1=O
→ -16.7, -7.6, -5.9, 17.0, 0.9, 0.0, 9.0, -2.8
CCCC[N+]12C3C[C@H](C4[C@H](O)[C@]5(C[C@@H]41)c1ccccc1N(C)[C@@H]35)[C@H](CC)[C@H]2O (some centres undefined)
→ 1.6, -11.4, -4.0, 11.1, 1.3, 7.4, 9.8, 37.5
COc1cc(/C=C2/C(=O)NC(=O)N(c3ccccc3)C2=O)ccc1O
→ -9.6, 14.1, -0.8, 8.2, -31.5, -0.3, 3.7, -7.5

10 structures from above, sorted by molecular weight, ascending:
Values run as follows: Apaf-1 inh, SENP6 block, SENP8 block-2, SENP8 block-1, SENP1 FRET inh, UBC13 inh, SENP7 block, A3G deaminase
N#CC(CCN1CCOCC1)(c1ccccc1)c1ccccc1
→ -9.3, 11.1, -1.1, -3.3, 1.2, -6.2, 2.1, -1.4
COc1ccc(CNCCc2c[nH]c3ccccc23)cc1OC
→ 1.5, 4.5, -0.1, 7.4, 2.5, 7.0, -1.3, -3.0
CCCCn1c(O)c(C(C)=NCc2cccnc2)c(=O)[nH]c1=O
→ -16.7, -7.6, -5.9, 17.0, 0.9, 0.0, 9.0, -2.8
COc1cc(/C=C2/C(=O)NC(=O)N(c3ccccc3)C2=O)ccc1O
→ -9.6, 14.1, -0.8, 8.2, -31.5, -0.3, 3.7, -7.5
CCCC[N+]12C3C[C@H](C4[C@H](O)[C@]5(C[C@@H]41)c1ccccc1N(C)[C@@H]35)[C@H](CC)[C@H]2O (some centres undefined)
→ 1.6, -11.4, -4.0, 11.1, 1.3, 7.4, 9.8, 37.5
CCC1=C(C)C(N2CCOCC2)=NP(N2CCOCC2)(N2CCOCC2)=N1
→ 10.9, -5.6, 11.7, 16.5, -1.6, 3.7, 2.6, -3.9
Cc1ccc(C)c(NC(=O)CCNC(=O)N2C[C@H]3C[C@@H](C2)c2cccc(=O)n2C3)c1
→ -4.2, 15.4, -1.3, 12.1, 2.8, -1.7, -1.2, -3.9
O=C(O)Cn1cc(/C=C2\C(=O)NC(=O)N(c3ccc(Cl)cc3)C2=O)c2ccccc21
→ 4.2, -10.3, 2.6, 14.2, -6.1, -18.5, -2.7, -3.8
COC(=O)C1=C(c2cccc(OC)c2OC)C[C@@H]2CC[C@H]1N2C(=O)NCc1ccco1
→ -3.9, 3.9, -4.0, 3.7, 0.5, 2.0, 7.5, -6.0
Cc1cc(/C=C2\C(=O)NC(=O)N(c3cccc(F)c3)C2=O)c(C)n1-c1cc(C(=O)O)cc(C(=O)O)c1
→ 9.9, -10.5, -5.0, 4.7, -9.4, -18.0, -5.7, 28.6

Some of the compounds tested; count on the stated rates, not on these rows.
